Bioassay records: PubChem BioAssay, National Center for Advancing Translational Sciences (NCATS)
TCR activator: activators of T cell receptors. primary human leukocytes, anti-CD3, IL-2 HTRF, 48 h. 330,000 tested, under 10 active. Potency, µM (titrated, usually from 9.22 µM), inactives show at the highest dose activation of IL-2 secretion, hits mostly activators. AID 504894; note: % of control where 0% means no effect
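IL-2 produced over 48 hr by a-CD3 bead-stimulated primary human leukocytes exposed to compounds was detected with a homogeneous time-resolved FRET immunoassay, 665nm acceptor signal after 320nm excitation.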
TSG101-PTAP inh: blocks PTAP/TSG101 interaction to inhibit HIV-1 budding | Q99816 | Fluorescence polarization, FITC-PTAP peptide / Tsg101 binding | Potency, µM (doses to about 115 µM), for inactives: top-dose activity change, negative = inhibition, actives largely listed as inhibitors | 340,000 tested, under 10 active | AID 493005; active = well fitted inhibition curve with a large enough effect in the main read-out, with a control signal flat, not every such curve was filed as active; inconclusive = small, poorly fitted or top-dose-only effect, or effect the other way, or a change in a side signal; inactive = no such curve, though single readings can be large or run the other way; note: potency is the fitted concentration of half-maximal effect; % of control where 0% means no effect
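Fluorescence polarization binding of Tsg101 binding domain (10 uM final) to FITC-labeled PTAP peptide (50 nM final) in HEPES pH 7.5 buffer with NaCl, Tween 20, EDTA, TCEP. Compounds added before peptide; binding 20 min at RT.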
Menin-MLL TR inh: inhibitors of human menin-MLL interaction, mutant MLL peptide. Menin + Texas Red MLL mutant peptide, fluorescence polarization. Potency, µM (doses to about 61.6 µM), without a hit: at the top dose FP activity change, negative = inhibition, actives largely listed as inhibitors. 0.23% of 270,000 active; active = well fitted inhibition curve with a large enough effect in the polarisation, with a control signal flat, not every such curve was filed as active; inconclusive = small, poorly fitted or top-dose-only effect, or effect the other way, or a change in a side signal; inactive = no such curve, though single readings can be large or run the other way; the % refers to the polarisation; note: potency is the fitted concentration of half-maximal effect; % of control where 0% means no effect; many of its hits are not listed in these tables
ASM inhibitor: blocks human secretory acid sphingomyelinase; P17405; placental ASM, HMU-PC fluorogenic substrate, 60 min; Potency, µM (series often up to 57.5 µM), for inactives: top-dose activity change, negative = inhibition, most hits filed as inhibitors; 0.006% of 340,000 active; note: potency is the fitted concentration of half-maximal effect
Target sequence (P17405 47-631 limits assumed): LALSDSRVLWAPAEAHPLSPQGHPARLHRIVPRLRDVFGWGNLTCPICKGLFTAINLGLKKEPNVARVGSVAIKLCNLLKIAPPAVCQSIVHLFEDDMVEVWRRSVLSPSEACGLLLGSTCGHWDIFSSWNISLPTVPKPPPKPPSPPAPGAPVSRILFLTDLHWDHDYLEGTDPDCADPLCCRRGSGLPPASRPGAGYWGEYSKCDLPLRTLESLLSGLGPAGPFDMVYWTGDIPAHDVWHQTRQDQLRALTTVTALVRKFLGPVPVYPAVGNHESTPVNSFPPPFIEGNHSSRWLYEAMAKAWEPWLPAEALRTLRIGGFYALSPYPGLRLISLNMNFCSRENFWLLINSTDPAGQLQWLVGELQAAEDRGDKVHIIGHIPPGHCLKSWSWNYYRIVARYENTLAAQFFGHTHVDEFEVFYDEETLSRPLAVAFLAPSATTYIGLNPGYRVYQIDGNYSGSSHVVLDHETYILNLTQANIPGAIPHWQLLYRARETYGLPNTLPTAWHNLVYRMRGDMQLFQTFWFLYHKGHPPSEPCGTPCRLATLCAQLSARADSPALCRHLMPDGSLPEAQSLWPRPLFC
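Human placenta-derived ASM preincubated with compound 10 min at room temperature, then reacted with 9 uM (final) fluorogenic HMU-PC substrate for 60 min at 37 C. Stop solution raises pH to 10; fluorescence read at Ex 386/Em 447 nm.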
a7 integrin act: integrin-mediated muscular dystrophy alleviation activation; Potency, µM (titrated, usually from 38.3 µM), for inactives: at the top dose activation, most hits filed as activators; 0.064% of 350,000 active; alpha7betagal myoblasts, beta-gal FDG fluorescence, 48 h;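 note: potency is the fitted concentration of half-maximal effect; 100% = response of the positive control SU9516; nearly all actives have a fitted effect of over 60% in size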
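alpha7betagal+/- myoblasts (passage 13, 250/well) treated 48 h at 37C with compounds at 1:260 dilution of DMSO stock. Lysed, then beta-galactosidase activity read as FDG fluorescence (ex 480/em 540) after 30 min, with pre-read for autofluorescence.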
AT treatment: potential ataxia-telangiectasia treatment; AID 485349; 0.19% of 320,000 active; Potency, µM (titrated, usually from 57.5 µM), for inactives: at the highest dose activation, actives largely listed as activators; […] A-T fibroblasts, KAP-1 phosphorylation AlphaLISA; neocarzinostatin DNA damage 30 min before lysis; note: potency is the fitted concentration of half-maximal effect; % of control where 0% means no effect; nearly all actives have a fitted effect of over 45% in size
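ATM-like activity read as KAP-1 phosphorylation via AlphaLISA donor/acceptor antibody pairs after lysis and 6 hr at 25C. Cells were ATM-null patient fibroblasts ([…], hTERT), dosed 60 min, then exposed to the DSB inducer NCS for 30 min.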
Mito fusion act: mitochondrial division inhibition or fusion activation; Potency, µM (highest dose often 46.1 µM), for the others: at the highest dose growth rescue (activation), most hits filed as activators; S. cerevisiae fusion-defective mutant growth rescue, CellTiterGlo 48 h; 0.23% of 320,000 active; AID 485298;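 note: potency is the fitted concentration of half-maximal effect; % of control where 0% means no effect; nearly all actives have a fitted effect of over 45% in size; temperature-sensitive fusion mutants such as fzo1-1 at 37 °C on non-fermentable ethanol glycerol medium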
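Temperature-sensitive fusion-defective S. cerevisiae (e.g. fzo1-1, mgm1-5) were grown with compound in YPEG medium (3% ethanol, 3% glycerol) for 48 hours at 37C. Growth rescue was measured as viability by CellTiterGlo luminescence after 10 minutes at ambient.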
TSHR antag: antagonists of human thyroid stimulating hormone receptor; activity change, negative = inhibition, % at 11.5 µM; TSHR-expressing cells, TSH-stimulated cAMP HTRF, 2 h; active compounds read low; P16473; AID 504810; 0.2% of 330,000 active;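 active = activity change below a set negative limit, meaning inhibition stronger than a set level, cut at about -70% in these data; inconclusive = activity change between two set negative limits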; note: % is set by controls: 0 for no effect and ±100 for the full control effect
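Cell-based HTRF cAMP assay; TSHR cells + compound, TSH EC80 (4nM final), 2 h, 37 deg C. Lysis with anti-cAMP cryptate and cAMP-d2, 30 min RT, read 665/620 nm.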
MLL CXXC-DNA inh: blocks binding of human MLL CXXC domain to DNA; Q03164; MLL-CXXC / FITC-HOXA9 DNA fluorescence polarization; Potency, µM (highest dose often 115 µM), inactives show top-dose activity change, negative = inhibition, most hits filed as inhibitors; 0.037% of 290,000 active; AID 2662; active = well fitted inhibition curve with a large enough effect in the polarisation, with a control signal flat, not every such curve was filed as active; inconclusive = small, poorly fitted or top-dose-only effect, or effect the other way, or a change in a side signal; inactive = no such curve, though single readings can be large or run the other way; the % refers to the polarisation; note: potency is the fitted concentration of half-maximal effect
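Purified MLL-CXXC (added from a 7 uM solution) was preincubated 5 min at ambient with pinned compounds in 50 mM Tris-HCl pH 7.5, 50 mM NaCl, 1 mM DTT, 0.05% BSA. Fluorescein-labeled HOX-A9 DNA (50 nM solution) followed, 30 min, then polarization read.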
MBNL1-CUG inh: MBNL1-poly(CUG) RNA binding inhibition | TR-FRET MBNL1-His/biotin-(CUG)12 binding, 665/545 ratio | Q9NR56 | 0.036% of 280,000 active | Potency, µM (top dose mostly 57.5 µM), without a hit: at the highest dose activity change, negative = inhibition, hits mostly inhibitors | AID 2675; active = well fitted inhibition curve with a large enough effect in the signal ratio, with a control signal flat, not every such curve was filed as active; inconclusive = small, poorly fitted or top-dose-only effect, or effect the other way, or a change in a side signal; inactive = no such curve, though single readings can be large or run the other way; the % refers to the signal ratio; note: potency is the fitted concentration of half-maximal effect; % is set by controls: 0 for no effect and ±100 for the full control effect
Target sequence (Q9NR56 whole entry, looked up): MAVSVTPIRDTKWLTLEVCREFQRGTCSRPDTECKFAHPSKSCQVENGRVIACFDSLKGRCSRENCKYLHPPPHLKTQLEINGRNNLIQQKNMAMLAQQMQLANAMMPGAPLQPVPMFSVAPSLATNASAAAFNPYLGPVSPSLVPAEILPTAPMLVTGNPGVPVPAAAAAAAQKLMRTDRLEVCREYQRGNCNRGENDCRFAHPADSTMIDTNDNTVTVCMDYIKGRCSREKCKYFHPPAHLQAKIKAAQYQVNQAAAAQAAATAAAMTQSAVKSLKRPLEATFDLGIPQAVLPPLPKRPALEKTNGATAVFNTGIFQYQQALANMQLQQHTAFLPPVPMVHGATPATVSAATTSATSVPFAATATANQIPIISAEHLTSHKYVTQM
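Inhibition of protein-RNA binding appears as loss of TR-FRET between terbium anti-His antibody on MBNL1-His and streptavidin-XL665 on biotin-(CUG)12. Activity is normalized to buffer-only and uninhibited-complex controls.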
The depositor's hits bear a star; ? = inconclusive; . = not tested or not shown; [ ] = dose if it differs, or a comment. Unless noted, calls come from the whole dose curve; as a rule, active = well fitted curve in the direction sought with a large enough effect; inconclusive = small, poorly fitted or top-dose-only effect, or another doubt; inactive = no such curve, though single readings can be large; an effect the other way counts as inactive or inconclusive.

SMILES	TCR activator	TSG101-PTAP inh	Menin-MLL TR inh	ASM inhibitor	a7 integrin act	AT treatment	Mito fusion act	TSHR antag	MLL CXXC-DNA inh	MBNL1-CUG inh
O=S(=O)(N/N=C/c1ccc2c(c1)OCO2)c1ccc(Br)cc1	0%	-3%	.	-7%	-10%	14%	-2%	9	-2%	5%
CC(=O)Nc1ccc(S(=O)(=O)N[C@@H](C)C(=O)Nc2ccc(N3CCOCC3)cc2)cc1	-1%	-2%	-24%	4%	20%	.	-2%	-3	-3%	3%
CN(C)CCCOc1cccc(Oc2ccccc2)c1	4%[46.1 µM]	-1%	-4%	2%	-28%	5%	-10%	13	6%	-16%
O=C1CCC(CCc2nc3ccccc3[nH]2)(c2ccccc2)C(=O)N1 (centres undefined)	1%	0%	.	4%	-12%	.	.	.	.	.
CC(C)c1ccc(N(CC(=O)N2CCOCC2)S(C)(=O)=O)cc1	4%	1%	-24%	1%	3%	1%	1%	-5	4%	8%
Cc1ccc(O)c(N=Nc2ccc(S(=O)(=O)N3CCCC3)cc2)c1	5%	0%	.	2%	-16%	-1%	1%	-1	-2%	18%
O=C(N/N=C/c1cccc([N+](=O)[O-])c1)C(=O)N1CCCCCC1	.	-3%	.	0%	1%	9%	-3%	-3	-2%	?
Cc1cccc(NC(=O)c2cccc(C(=O)Nc3cccc(C)c3C)n2)c1C	6%	-1%	-10%	-3%	9%	4%	0%	-4	15%	-4%
Cc1ccc(C(c2sc3ncnn3c2O)N2CCC(C)CC2)cc1 (centres undefined)	1%[46.1 µM]	-5%	8%	-1%	7%	1%	-3%	-8	6%	-10%
CC(C)OC(=O)C(C#N)c1nc2ccccc2nc1N1CCCC1 (centres undefined)	-3%[46.1 µM]	-11%	-3%	65%[activator]	-6%	-3%	12%	-8	1%	8%
COC(=O)c1ccc2nc(C)cc(Nc3ccccc3C)c2c1	-5%	-2%	-3%	14%	3%	5%	6%	3	15%	-4%
Cc1cc(NC(=O)CCC(=O)N(CC(=O)NC2CCCC2)c2ccc(F)c(Cl)c2)no1	5%	-1%	0%	4%	24%	6%	-2%	8	1%	1%
COc1ccc(N2CCN(C(=O)c3cc(=O)c4ccc(C)cc4o3)CC2)cc1	-4%	0%	?	-15%	74%	4%	-13%	-4	23%	-20%
COc1ccc(-c2cc(C(F)(F)F)nc(S(=O)(=O)CCC(=O)N3CCOCC3)n2)cc1	-6%	-4%	33%[activator]	6%	-61%[inhibitor]	1%	26%	5	40%[activator]	-13%
CC(=O)Nc1ccc(S(=O)(=O)N2CCN(C(=O)c3ncoc3-c3ccccc3F)CC2)cc1	-6%	-2%	8%	-1%	3%	-1%	-8%	8	-1%	-8%
CCOc1ccccc1/C=N/NC(=O)c1cccc(S(=O)(=O)N2CCOCC2)c1	6%	1%	-16%	-1%	-7%	8%	-8%	7	4%	5%
CCC(C)NC(=O)CSc1nc2c(sc(=S)n2Cc2ccco2)c(=O)n1-c1ccccc1 (centres undefined)	0%	-6%	3%	-2%	-1%	.	3%	10	-5%	0%
CN1CCCN(S(=O)(=O)c2cccc(C(F)(F)F)c2)c2nc3ccccc3nc21	1%	3%	.	137%[activator]	-26%	5%	27%	33	.	.
CCC(=O)c1ccc(OCc2ccc(C(=O)OC)o2)c(OC)c1	3%	1%	-9%	-1%	11%	9%	-1%	-18	-11%	-5%
COc1ccccc1NC(=O)C(C)OC(=O)CCSc1ccc(F)cc1 (centres undefined)	0%	-4%	.	.	5%	5%	7%	2	.	.
COC(=O)c1ccc(N)c(N=CC2=C(O)CC(C)(C)CC2=O)c1	-3%[46.1 µM]	-2%	-16%	8%	-3%	8%	5%	-7	3%	?
O=C1CSc2nc3ccccc3n21	-3%	-1%	-2%	4%	18%	8%	1%	-45	1%	-2%
Cc1cccn2c(NC(=O)c3cccs3)c(-c3ccccc3)nc12	-2%[46.1 µM]	-3%	-14%	8%	11%	1%	1%	3	-2%	6%
COc1ccc(CNC(=O)CCn2c(=O)[nH]c3ccccc3c2=O)cc1	.	-1%	-13%	5%	2%	-2%	4%	-1	-6%	.
COc1ccc(C(=O)NC(=S)NNC(=O)CNC(=O)C2CCCCC2)cc1	-3%	0%	-2%	4%	-22%	4%	3%	-3	2%	-1%
Cc1nc2c(sc(=S)n2Cc2ccco2)c(=O)n1CC(=O)Nc1ccc(F)cc1	-3%	-2%	23%	-1%	5%	-3%	3%	-15	38%	-2%
O=C1C2C(c3ccccc3)C=CC(c3ccccc3)C2C(=O)N1c1ccccn1 (centres undefined)	-3%[46.1 µM]	-3%	1%	1%	29%	0%	20%	12	2%	0%
O=C(OCCc1ccccn1)c1cccc([N+](=O)[O-])c1	2%	-1%	.	-2%	11%	.	.	.	.	.
COc1ccc(CNC(=O)c2c(C)cc(=O)oc2C)cc1OC	-2%	-4%	-4%	2%	-2%	5%	-2%	3	4%	6%
COc1ccc(OCC(O)Cn2c(=N)n(CCN3CCOCC3)c3ccccc32)cc1 (centres undefined)	26%	0%	-16%	6%	-41%	1%	2%	-5	1%	2%
CC1(C)SC[C@H](C(=O)Nc2cccc(Cl)c2)N1C=O	3%	-5%	.	0%	17%	-8%	1%	5	1%	-4%
CC(=O)c1ccc(N2CCN(C(=O)CNS(=O)(=O)c3ccc4c(c3)OCCCO4)CC2)c(F)c1	6%	1%	.	-2%	-23%	7%	14%	.	.	.
CN(C)c1cccc(N=C2C=C(N3CCOCC3)CC(C)(C)C2)c1	-7%	0%	0%	-2%	-51%[inhibitor]	-1%	3%	-15	2%	-4%
Fc1ccc(C(c2nnnn2C2CCCC2)N2CCN(Cc3ccncc3)CC2)cc1 (centres undefined)	-11%	-1%	-4%	3%	-6%	7%	0%	5	-1%	-4%
CCOc1ccc(N2CC(C(=O)OC)CC2=O)cc1 (centres undefined)	10%	-6%	10%	0%	-6%	3%	-5%	2	2%	-3%
COc1ccc(S(=O)(=O)N2CCCCC2)cc1NC(=O)C1CCCC1	-2%	-2%	.	-3%	15%	-13%	1%	-12	.	.
O=C(Nc1ccc([N+](=O)[O-])cc1)c1ccccc1	-5%	1%	?	-1%	22%	-3%	-2%	31	5%	?
CC(C)CN1CCC(=O)N([C@H](CSc2ccc(Br)cc2)Cc2ccccc2)CC1	-32%	.	.	0%	2%	-23%	-23%	-15	5%	-3%
O=C(O)c1cccc(NC(=S)NC(=O)C(c2ccccc2)c2ccccc2)c1	2%	-5%	19%	-4%	10%	-1%	4%	-18	-24%	-2%
CC(=O)c1ccc(OC(C)c2nc3ccccc3s2)cc1 (centres undefined)	6%	-3%	-2%	-1%	-5%	9%	14%	-5	6%	-3%
Cc1occc1C(=O)N/N=C/c1c(O)ccc2ccccc12	-1%	-2%	?	20%	-4%	7%	-3%	8	9%	2%
CN1CCc2c(sc3c2C(=O)NC(c2cccc(OC(=O)c4cccs4)c2)N3)C1 (centres undefined)	-7%[46.1 µM]	-5%	-8%	347%[activator]	-5%	2%	2%	-11	195%[activator]	4%
CCOc1ccc(S(=O)(=O)Nc2cc(Sc3ncn[nH]3)c3oc(=O)sc3c2)cc1	.	.	?	.	.	-7%	-5%	-5	-15%	9%
O=C(Nc1cccc2cccnc12)c1cccc(N2C(=O)CCC2=O)c1	-11%	-4%	4%	-3%	8%	5%	-6%	-9	-1%	21%
COc1ccc(NC(=O)c2csc3c2CCCCC3)c(OC)c1	-10%	0%	-28%	-8%	-11%	7%	0%	-11	-1%	2%
Cc1ccc2nc(Cl)c(/C=C/C(=O)c3ccco3)cc2c1	5%	1%	.	9%	0%	15%	-15%	-1	37%[activator]	28%
Cn1cc(CCC(=O)N2CCCC(CCC(=O)NCc3ccc(F)c(F)c3)C2)cn1 (centres undefined)	0%	-1%	20%	7%	11%	8%	-4%	4	-4%	-12%
Cn1c(CC(=O)Nc2ccc(F)cc2)c(Sc2ccccc2)c2ccccc21	0%[46.1 µM]	-1%	?	-17%	-8%	-5%	-1%	-24	10%	?
Nc1nc(Cl)cc(Sc2ccc(F)cc2)n1	0%	-4%	?	1%	2%	-4%	-23%	-3	14%	-9%
CCOc1ccccc1NS(=O)(=O)c1ccc2c(c1)n(C)c(=O)c(=O)n2C	2%	-5%	-5%	3%	5%	-3%	2%	36	1%	?

Only part of the results is shown. The share of hits here may be higher or lower than overall.
